PglD inh: C. jejuni PglD acetyltransferase inhibitors, primary screen, biochemical, DTNB colorimetric, single point; purified PglD enzyme, DTNB colorimetric CoA detection; 360,000 tested, 0.098% active; inhibition, % at 12.5 µM; UDP-N-acetylbacillosamine N-acetyltransferase PglD (Campylobacter jejuni); in the data active = inhibition above about 16%, passing the limit was not always enough; inconclusive = no clear call, values can overlap the other calls; also: strong numbers were not always called active
FN deposit inh: inhibitors of fibronectin matrix deposition, primary screen, AH1F cells, Alexa488-fibronectin fluorescence, plate reader; AH1F fibroblasts, overnight; inhibition, % at 12.6 µM; 350,000 tested, 0.086% active; AID 743247, 2014;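 active = mean inhibition across replicates of 30% or more, regardless of how many single replicates reach that level; inconclusive = mean under 30% yet at least half of replicates reach 30%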;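 also: positive control wells lacked labelled fibronectin entirely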
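Material: AH1F fibroblast monolayer depositing Alexa488-labelled fibronectin into matrix | Input: 10000 AH1F cells/well | Medium: DMEM plus 2% serum, read in PBS | Reagent: Alexa488-fibronectin, 24 nM final in well | Compound dosing: One dose per compound, pinned | Schedule: 1 h adhesion, overnight exposure | Measured by: Fluorescence at 485 nm excitation, 525 nm emission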
LGR2 antag: inhibitors of bursicon-induced LGR2 CRE-luciferase signal, primary screen, cell-based, HEK293, CRE-luciferase reporter, bursicon stimulation | inhibition, % at 9.99 µM | bursicon-stimulated, 4 h | 380,000 tested, 0.35% active;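 active = drop in luminescence signal, shown as inhibition above about 50% in the replicate tests, limit read from the data, passing the limit was not always enough; inconclusive = probably only some replicates passing the limit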;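 also: agonist challenge used bursicon conditioned medium at about half maximal strength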
EWS-Fli inh: EWS/Fli-driven NR0B1 reporter inhibitors, primary screen, A673 cells, NR0B1 luciferase, luminescence, MLPCN library. viability-normalised. inhibition, % at 12.6 µM. 350,000 tested, 0.67% active;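 active = mean inhibition of at least 50% after viability correction, with every replicate also passing that limit; inconclusive = mean reaches 50% but only one of two replicates passes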;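 also: firefly luciferase signal divided by Alamar Blue viability fluorescence both relative to DMSO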
S100A4 inh HTS: inhibitors of S100A4-myosin IIA peptide binding, primary screen, biochemical, fluorescence polarization, TAMRA-MyoIIA peptide; Protein S100-A4 (Homo sapiens), P26447; inhibition, % at 10.7 µM; 360,000 tested, 0.14% active; AID 652163, 2013;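 active = mean inhibition of at least 70% across replicates, with every replicate also reaching that level; inconclusive = mean inhibition reaches 70% but some replicates fall short; inactive = mean inhibition below 70%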
Target sequence (P26447 whole entry, looked up): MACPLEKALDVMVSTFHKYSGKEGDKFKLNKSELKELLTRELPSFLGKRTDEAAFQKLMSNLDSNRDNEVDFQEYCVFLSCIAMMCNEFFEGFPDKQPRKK
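Material: S100A4 monomer protein | Medium: HEPES pH 7.2 with CaCl2, KCl, NaCl, DTT, Triton | Reagent: Labelled myosin peptide probe, 5 nM | Doses: One dose per compound | Times: 5 min incubation before reading | Benchmarks: Neutral control DMSO, positive control TFP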
PAX8 inh HTS: inhibitors of PAX8-driven TPO luciferase reporter, primary screen, RMG-I cells, single concentration | inhibition, % at 12.6 µM | SteadyGlo, 24 h | AID 652154, 2013 | 360,000 tested, 1.2% active;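 active = mean replicate inhibition at least 60% with every replicate also reaching 60%; inconclusive = only one of the two criteria is met; inactive = mean below 60% and not all replicates reaching 60%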;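 also: luciferase light reporting Pax8 driven TPO promoter activity; plate controls were median of neutral control wells for no effect and mitoxantrone controls for full effect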
ERAP1 HTS inh: human ERAP1 aminopeptidase inhibitors, primary screen, biochemical, single point, plate reader | Endoplasmic reticulum aminopeptidase 1 (Homo sapiens), Q9NZ08 | inhibition, % at 10.7 µM | 340,000 tested, 0.15% active | recombinant ERAP1, Leu-AMC fluorescence, 60 min;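 active = mean replicate inhibition of at least 30%, or all replicates individually reaching that 30% level; inactive = mean below 30% and not every replicate reaching it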;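 also: 0% = neutral control wells and 100% = L-leucinethiol positive control wells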
Target sequence (Q9NZ08 whole entry, looked up): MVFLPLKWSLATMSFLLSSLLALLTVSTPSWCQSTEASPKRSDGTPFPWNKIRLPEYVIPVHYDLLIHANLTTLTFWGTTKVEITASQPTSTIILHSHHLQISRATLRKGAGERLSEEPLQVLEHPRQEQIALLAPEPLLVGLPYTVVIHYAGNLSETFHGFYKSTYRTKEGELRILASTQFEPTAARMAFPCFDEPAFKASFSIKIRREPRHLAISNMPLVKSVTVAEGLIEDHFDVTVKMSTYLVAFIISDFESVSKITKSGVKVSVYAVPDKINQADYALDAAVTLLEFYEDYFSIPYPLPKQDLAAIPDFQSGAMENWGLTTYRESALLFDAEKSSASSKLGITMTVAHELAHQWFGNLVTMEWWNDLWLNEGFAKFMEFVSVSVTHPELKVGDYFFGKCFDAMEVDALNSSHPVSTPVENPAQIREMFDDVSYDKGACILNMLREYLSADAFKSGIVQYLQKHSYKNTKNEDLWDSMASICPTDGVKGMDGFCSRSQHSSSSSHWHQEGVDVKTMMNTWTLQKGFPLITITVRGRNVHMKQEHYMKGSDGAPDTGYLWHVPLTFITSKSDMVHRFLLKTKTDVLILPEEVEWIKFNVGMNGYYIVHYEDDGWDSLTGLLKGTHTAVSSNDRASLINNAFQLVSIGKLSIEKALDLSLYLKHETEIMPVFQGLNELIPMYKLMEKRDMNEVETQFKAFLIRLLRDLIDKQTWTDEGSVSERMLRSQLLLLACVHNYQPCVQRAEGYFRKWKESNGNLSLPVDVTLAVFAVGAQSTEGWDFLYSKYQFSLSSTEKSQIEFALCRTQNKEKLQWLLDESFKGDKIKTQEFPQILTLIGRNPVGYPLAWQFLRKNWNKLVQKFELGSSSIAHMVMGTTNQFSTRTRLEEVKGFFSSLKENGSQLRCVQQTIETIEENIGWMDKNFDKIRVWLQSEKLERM
PGC1a acetyl inh: inhibitors of PGC1a acetylation signal, primary screen, cell-based, U2OS, AlphaScreen, inhibitor mode; 350,000 tested, 0.17% active; AID 651687, 2012; inhibition, % at 15.6 µM; AlphaScreen anti-acetyl-lysine; with virally co-expressed GCN5 acetyltransferase;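 active = every replicate shows inhibition of at least 40%; inconclusive = mean inhibition at least 40% but some replicate below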;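 also: 0% = neutral control wells and 100% = positive control wells; some results beyond the cut were filed as inactive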
Active calls of the source: *; u = inconclusive; x = no result given.

SMILES	PglD inh	FN deposit inh	LGR2 antag	EWS-Fli inh	S100A4 inh HTS	PAX8 inh HTS	ERAP1 HTS inh	PGC1a acetyl inh
CCCNC(=O)C[C@@H]1C[C@@H]2c3cc(NC(=O)Nc4ccc(OC)cc4)ccc3O[C@@H]2[C@H](CO)O1	-4	-2	4	-2	1	-26	-3	-8
CCOC(=O)[C@H]1[C@H]2COc3ccccc3[C@@H]2N2C(=O)c3cc(OC)c(OC)cc3NC(=O)[C@@]12C	1	-2	3	6	-7	-1	0	-11
Cc1noc(C)c1S(=O)(=O)Nc1ccc2c(c1)C(=O)N([C@@H](C)CO)C[C@@H](C)[C@@H](CN(C)S(=O)(=O)c1ccc(F)cc1)O2	x	x	23	18	2	x	1	5
O=C(CN(CCCN1CCOCC1)C(=O)Cn1nnc(-c2ccc(F)cc2)n1)NC1CCCCC1	3	3	3	x	x	x	x	7
CCC(=O)N1[C@H](CO)[C@H](c2ccccc2)C12CN(C(=O)c1ccc3c(c1)OCO3)C2	x	-9	9	1	6	-6	-1	4
CC1(C(=O)Nc2ccccc2)CCN1C(=O)Cc1ccc(-c2ccccc2)cc1 (stereo unspecified)	-2	-6	15	17	-4	15	-2	-9
O=C(Nc1ccccc1)c1ccccc1CSc1ccccc1	-2	-1	8	-27	0	-19	-6	x
O=[N+]([O-])C(/C=C(/Cl)[N+](=O)[O-])=C(N1CCCCC1)N1CCCCC1	x	9	3	13	-4	17	8	8
C=C(c1ccccc1)c1ccc(N(C)C)cc1	6	-2	-21	-19	-12	0	1	6
O=C(C1CCC1)N1C[C@@H]2[C@H](c3ccccc31)[C@H](CO)N2C(=O)c1ccccc1	-1	-7	4	-2	1	-4	-2	-7
CC(C)c1nc(CNC(=O)CC2C(=O)NCCN2Cc2ccc(F)cc2Cl)cs1 (stereo unspecified)	3	-4	1	x	-4	13	-5	x
COC(=O)c1ccc2nc(-c3ccc(Cl)cc3)c(Cc3cccc(F)c3)n2c1	-6	-3	-15	-7	0	6	x	-1
COc1ccc(OCCCNCCc2ccccc2)cc1	x	0	-17	4	0	1	3	x
CC1(c2ccc3c(c2)OCCO3)NC(=O)N(CC(=O)Nc2ccccc2SCC#N)C1=O (stereo unspecified)	2	-1	0	3	9	-3	-7	-10
CC(=O)Nc1nn(C)c2nc3ccc(C)cc3cc12	5	12	5	6	4	8	1	-2
COc1ccc(N2CCN(S(=O)(=O)c3ccc4c(c3)NC(=O)CC(=O)N4)CC2)cc1	3	3	5	2	3	-4	1	-4
C[C@@H]1CN([C@H](C)CO)S(=O)(=O)c2ccc(C3=CCCC3)cc2O[C@@H]1CN(C)C(=O)c1cnccn1	-2	-1	-19	-3	0	-34	3	-2
O=C(COc1ccc(OCc2ccccc2)cc1)NN=C1CCCC1	x	-4	7	5	-4	-6	4	x
Fc1cccc(Cl)c1CNCCCSc1ncccn1	-4	1	-2	-2	0	-14	-65	x
C[C@@H](O)C#Cc1cnc2c(c1)C(=O)N([C@@H](C)CO)C[C@H](C)[C@@H](CN(C)Cc1cccc(C(=O)O)c1)O2	2	x	2	-25	-5	x	-4	-4
COc1ccc(N/N=C(/C(C)=O)N2CCCc3ccccc32)cc1	x	-8	1	4	-4	25	-1	-6
COc1cccc(CNC(=O)[C@H](C)NC(=O)N2CC(=O)Nc3ccccc32)c1	-3	0	27	1	2	11	-8	x
Cn1cccc1CNCc1ccc(F)cc1	10	-1	12	7	-14	5	0	-14
CC(NC(=O)CN(C)S(=O)(=O)c1ccc(Br)s1)c1ccccc1 (stereo unspecified)	3	-13	3	8	2	-15	-3	-1
NCCCNC(=O)Cn1c(=O)c2c3c(sc2n(Cc2ccccc2)c1=O)CCCC3	3	-6	0	13	-3	3	-1	2
COCC(=O)N1[C@@H](CO)[C@@H](c2ccccc2)C12CN(C(=O)NC1CCCC1)C2	x	-5	-6	-11	5	x	-2	-10
Cc1noc(C)c1S(=O)(=O)N(CC(=O)N1CCCC1)c1ccc(C(C)C)cc1	10	-9	1	-1	4	7	0	-18
Cc1ccc(NC(=O)CN(C)C(=O)c2ccc(Br)o2)cc1	0	3	-18	-8	-3	3	-2	x
CCC(=O)c1ccc2c(c1)OCCO2	x	4	-9	-11	12	10	-5	x
CCOc1ccc(CCN2C(=S)N([C@@H](CC(C)C)CN3CCCC3CN3C(=S)NC[C@@H]3CC(C)C)C[C@@H]2Cc2ccccc2)cc1 (stereo partly specified)	0	18	8	13	-11	-9	x	6
CC1CCN(N=Nc2nc3c([nH]2)c(=O)n(C)c(=O)n3C)CC1	1	x	6	-4	-17	-29	3	6
Cc1ccc(C(=O)NNC(=O)c2ccc3ncccc3c2)cc1	x	3	2	-5	-6	-7	8	x
CCCCn1c(SCc2nc3ccccc3s2)nc2ccccc2c1=O	2	11	-17	x	x	4	x	x
O=C(Nc1ccc(F)c(Cl)c1)c1cc(C2CCCN(S(=O)(=O)c3ccccc3)C2)on1 (stereo unspecified)	7	28	4	24	-6	16	0	-15
CC(C)C(=O)Nc1ccc2c(c1)C(=O)N(C)[C@@H]1CC[C@@H](CC(=O)NCc3ccccc3)O[C@@H]1CO2	6	5	-6	-2	-105	-7	0	-8
COc1ccc(C2N(c3ccc4c(c3)OCCO4)C(=O)C2(F)F)cc1OC (stereo unspecified)	x	1	-6	5	-4	22	-1	12
CN1C(=O)c2cc(NC(=O)c3ccc(C(F)(F)F)cc3)ccc2OC[C@H]2O[C@H](CC(=O)O)CC[C@H]21	0	0	11	-10	4	4	0	8
O=C(NCc1ccco1)c1ccc2[nH]c(=O)c(=O)[nH]c2c1	0	11	-3	5	-1	-11	2	1
CCOc1c(N2CCOCC2)c(=O)c1=O	-2	-6	1	-6	6	-21	-1	x
COc1cc(/C=N/NC2=NC(C)(C)Cc3ccccc32)cc(OC)c1OC	x	x	17	-21	3	25	0	18
CC(C)CN(C[C@H]1N[C@H](CO)[C@@H]1c1ccccc1)C(=O)C1CCCC1	x	-1	6	-4	8	x	-1	x
O=C(c1ccccc1F)N1CC(=O)N2[C@H](CO)[C@@H](c3ccc(-c4cccnc4)cc3)[C@@H]2C1	x	x	-7	8	u	-21	1	-2
O=C(C[C@H]1CC[C@@H](NC(=O)C2CCOCC2)[C@@H](CO)O1)NCC1CCCCC1	2	-8	5	3	3	7	0	3
COC(=O)COc1ccc(S(=O)(=O)NCc2ccco2)cc1Cl	-7	6	x	x	x	8	x	1
CSCCC(NC(=O)c1ccc([N+](=O)[O-])cc1Cl)C(=O)OCC(=O)NCC(F)(F)F (stereo unspecified)	-9	-1	x	8	1	8	-5	x
O=C(C[C@@H]1CC[C@H]2[C@@H](COC[C@H](O)CN2CCC(F)(F)F)O1)NCC1CCCCC1	11	-7	15	1	x	-5	x	4
O=C(c1cc2c(s1)CCCC2)n1cccn1	6	x	x	13	2	x	1	7
Cc1ccc(-n2nnnc2CNC(=O)C2CC(=O)N(c3ccc(F)cc3)C2)cc1C (stereo unspecified)	-6	4	2	3	13	-10	2	9

11 of the compounds above, as a markdown table:
| Structure | PglD inh | FN deposit inh | LGR2 antag | EWS-Fli inh | S100A4 inh HTS | PAX8 inh HTS | ERAP1 HTS inh | PGC1a acetyl inh |
| --- | --- | --- | --- | --- | --- | --- | --- | --- |
| O=C(NCc1ccco1)c1ccc2[nH]c(=O)c(=O)[nH]c2c1 | 0 | 11 | -3 | 5 | -1 | -11 | 2 | 1 |
| CCOc1c(N2CCOCC2)c(=O)c1=O | -2 | -6 | 1 | -6 | 6 | -21 | -1 | x |
| COc1cc(/C=N/NC2=NC(C)(C)Cc3ccccc32)cc(OC)c1OC | x | x | 17 | -21 | 3 | 25 | 0 | 18 |
| CC(C)CN(C[C@H]1N[C@H](CO)[C@@H]1c1ccccc1)C(=O)C1CCCC1 | x | -1 | 6 | -4 | 8 | x | -1 | x |
| O=C(c1ccccc1F)N1CC(=O)N2[C@H](CO)[C@@H](c3ccc(-c4cccnc4)cc3)[C@@H]2C1 | x | x | -7 | 8 | u | -21 | 1 | -2 |
| O=C(C[C@H]1CC[C@@H](NC(=O)C2CCOCC2)[C@@H](CO)O1)NCC1CCCCC1 | 2 | -8 | 5 | 3 | 3 | 7 | 0 | 3 |
| COC(=O)COc1ccc(S(=O)(=O)NCc2ccco2)cc1Cl | -7 | 6 | x | x | x | 8 | x | 1 |
| CSCCC(NC(=O)c1ccc([N+](=O)[O-])cc1Cl)C(=O)OCC(=O)NCC(F)(F)F (stereo unspecified) | -9 | -1 | x | 8 | 1 | 8 | -5 | x |
| O=C(C[C@@H]1CC[C@H]2[C@@H](COC[C@H](O)CN2CCC(F)(F)F)O1)NCC1CCCCC1 | 11 | -7 | 15 | 1 | x | -5 | x | 4 |
| O=C(c1cc2c(s1)CCCC2)n1cccn1 | 6 | x | x | 13 | 2 | x | 1 | 7 |
| Cc1ccc(-n2nnnc2CNC(=O)C2CC(=O)N(c3ccc(F)cc3)C2)cc1C (stereo unspecified) | -6 | 4 | 2 | 3 | 13 | -10 | 2 | 9 |

(list continues)
SMILES	PglD inh	FN deposit inh	LGR2 antag	EWS-Fli inh	S100A4 inh HTS	PAX8 inh HTS	ERAP1 HTS inh	PGC1a acetyl inh
CCN(CC)C(=O)c1ccc(-c2cccs2)s1	x	2	x	-54	-7	-162	x	x
COc1ccc2c3c(n(C)c2c1)[C@@H](CO)N(S(=O)(=O)c1ccc(C)cc1)CC31CCN(S(=O)(=O)c2ccc(C)cc2)CC1	x	x	9	2	-6	x	-2	-15
COc1cccc(-c2ccc3c(c2)[C@H]2[C@H](CCN2S(=O)(=O)c2ccccc2OC)[C@@H](CO)N3)c1	3	-4	17	-18	6	17	-2	-14
CCCCNC(=S)NNC(=O)CCn1nc(C)c(Br)c1C	6	0	-2	x	x	x	x	-2
CCc1nc2ccc(C(=O)Nc3cccc(OCC(=O)N(C)C)c3)cn2c1N(C)Cc1ccc(OC)cc1	2	4	8	7	12	-8	-1	x
CCOC(=O)C1=C(SCC)c2cc3c(n2C1=O)CCCC3	1	5	x	x	x	8	x	5
C[C@H](CO)N1C[C@H](C)[C@@H](CN(C)C(=O)Nc2ccc(F)cc2)Oc2ccc(NC(=O)Nc3ccccc3)cc2CC1=O	6	x	4	-7	0	x	5	-4
CC(=O)N1[C@@H]2c3cccc(=O)n3C[C@@H]2[C@@H](CO)[C@@H]1C(=O)N1CCc2ccccc2C1	x	x	8	-4	12	x	0	8

Source: PubChem BioAssay
